Source: PubChem (Sanford-Burnham Center for Chemical Genomics)
TAG inh = inhibitors of triacylglycerol accumulation, primary screen, cell-based, uHTS, fluorescence, H9c2; H9c2 cells, Nile Red lipid (TAG) fluorescence; cells loaded with 200 µM oleic acid; inhibition, % at 12.5 µM; 230,000 compounds, 0.66% hits; AID 651582, 2012;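 active = pattern-corrected inhibition of lipid staining of at least 50% with the nuclear-stain viability signal not falling by more than 50%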;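 note: 0% = DMSO wells and 100% = triacsin C control wells; some results filed as inactive read as strong as hits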
TAG inh DAPI viability = further read-out of TAG inh, marked with its call; DAPI nuclei signal change (viability), lower = more cytotoxic, %;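 whole-well DAPI fluorescence read on a plate reader as a viability signal; minus 50 percent equals half of cells still viable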
Starred values were filed as active, the others as inactive. A portion of the library. The share of hits here may be higher or lower than overall.

Order of values – TAG inh, TAG inh DAPI viability
- O=C(CC1SC(=Nc2ccccc2)N(CCO)C1=O)Nc1ccccc1 (stereo not given)
→ -12, -7
- CCC(CC)C(=O)c1c[nH]c(C(=O)NCc2ccncc2)c1
→ -5, 4
- NC(=O)c1ccc([N+](=O)[O-])cc1SCc1ccccc1
→ 0, 3
- CCCn1c(=O)c2ccccc2n2c(SCC(=O)NCc3cccs3)nnc12
→ -32, -2
- COc1ccc(CN2CCC(Oc3ccc(C(=O)N4CCCCC4)cc3)CC2)cc1C
→ 13, -2
- O=C(NCc1cccc(Br)c1)C1CC(c2ccc(C(F)(F)F)cc2)=NO1 (stereo not given)
→ -8, 4
- C=CC[C@@H](Cc1ccc(F)cc1)C(=O)OC[C@H]1CCCN1C(=O)[C@@H](CC=C)CC(=O)N[C@@H](CO)Cc1ccccc1
→ 5, -1
- NC(=S)N/N=C\c1c(OCc2ccccc2Cl)ccc2ccccc12
→ 12, -4
- O=C(CCS(=O)(=O)c1cccs1)N1CCN(c2ccc(F)cc2)CC1
→ -10, 7
- COc1ccc(S(=O)(=O)N(C)C[C@@H]2OCCCC[C@H](C)Oc3ccc(NC(=O)Nc4ccc(C(F)(F)F)cc4)cc3C(=O)N([C@H](C)CO)C[C@H]2C)cc1
→ 59*, -7.7*
- COc1ccc(OC)c(C(=O)NC(CC(N)=O)c2ccc(N3CCN(c4ccccn4)CC3)c([N+](=O)[O-])c2)c1 (stereo not given)
→ -24, 7
- O=C(O)CSCNC(=O)CC12CC3CC(CC(C3)C1)C2
→ -7, 8
- CCOC(=O)N1CCC(NC(=O)c2cc(C(=O)NCc3cccc(Cl)c3)ccc2CO)CC1
→ -11, 6
- CCC(=O)Nc1ccc(C(=O)NNC(=O)C2CCCCC2)cc1
→ 9, 2
- C[C@H]1CN([C@@H](C)CO)C(=O)CCCn2cc(nn2)CO[C@@H]1CN(C)S(=O)(=O)c1cccc(F)c1
→ -16, 2
- O=C(NC(=S)NC1CCCCCCCCCCC1)c1cccnc1
→ -21, 4
- CCOC(=O)c1ccc(NC(=O)C2(c3ccc(Cl)cc3)CCCC2)cc1
→ -4, 9
- COCCNc1nc2nonc2nc1NC(C)c1ccccc1Cl (stereo not given)
→ -11, 11
- Cc1ccccc1/C=N/n1c(-c2ccccn2)n[nH]c1=S
→ 5, 4
- Nn1cnnc1SCC(=O)N1CCc2ccccc2C1
→ -1, 1

14 structures from above, arranged by molecular weight, low to high:
Order of values – TAG inh, TAG inh DAPI viability
- NC(=O)c1ccc([N+](=O)[O-])cc1SCc1ccccc1
→ 0, 3
- Nn1cnnc1SCC(=O)N1CCc2ccccc2C1
→ -1, 1
- O=C(O)CSCNC(=O)CC12CC3CC(CC(C3)C1)C2
→ -7, 8
- CCC(CC)C(=O)c1c[nH]c(C(=O)NCc2ccncc2)c1
→ -5, 4
- O=C(NC(=S)NC1CCCCCCCCCCC1)c1cccnc1
→ -21, 4
- COCCNc1nc2nonc2nc1NC(C)c1ccccc1Cl (stereo not given)
→ -11, 11
- NC(=S)N/N=C\c1c(OCc2ccccc2Cl)ccc2ccccc12
→ 12, -4
- CCOC(=O)c1ccc(NC(=O)C2(c3ccc(Cl)cc3)CCCC2)cc1
→ -4, 9
- O=C(CCS(=O)(=O)c1cccs1)N1CCN(c2ccc(F)cc2)CC1
→ -10, 7
- CCCn1c(=O)c2ccccc2n2c(SCC(=O)NCc3cccs3)nnc12
→ -32, -2
- COc1ccc(CN2CCC(Oc3ccc(C(=O)N4CCCCC4)cc3)CC2)cc1C
→ 13, -2
- CCOC(=O)N1CCC(NC(=O)c2cc(C(=O)NCc3cccc(Cl)c3)ccc2CO)CC1
→ -11, 6
- C[C@H]1CN([C@@H](C)CO)C(=O)CCCn2cc(nn2)CO[C@@H]1CN(C)S(=O)(=O)c1cccc(F)c1
→ -16, 2
- COc1ccc(S(=O)(=O)N(C)C[C@@H]2OCCCC[C@H](C)Oc3ccc(NC(=O)Nc4ccc(C(F)(F)F)cc4)cc3C(=O)N([C@H](C)CO)C[C@H]2C)cc1
→ 59*, -7.7*

The listing continues.
Order of values – TAG inh, TAG inh DAPI viability
- O=C(COC(=O)CNC(=O)c1ccccc1)NC(=O)NC1CCCCC1
→ 8, -9
- O=C(NN=Cc1ccc2c(c1)CCC2)c1ccccc1O
→ -5, -2
- COCCNC(=O)C1(C)CCCN(Cc2ccc(Oc3ccccc3)cc2)C1 (stereo not given)
→ -7, 2
- CCc1nnc(NC(=O)c2ncc(Cl)c(Cl)c2Cl)s1
→ 7, 5
- Cc1nc2cncc(Br)c2n1C
→ -4, 6
- Cc1ccc(N2C(=O)Nc3ccc(Br)cc3C2(O)C(=O)NCCCN(C)C)cc1C (stereo not given)
→ 4, 0
- CCOC(=O)C1=NNC2C(=O)N(C3CCCCC3)C(=O)C12 (stereo not given)
→ 9, 1
- CCOC(=O)Cn1cncc1-c1ccc([N+](=O)[O-])cc1
→ 1, -2
- COC(=O)/C=C/c1c(C)[nH]c(=O)[nH]c1=O
→ 2, -6
- CC(C)N(Cc1ccccc1)C(=S)Nc1cccnc1
→ -13, 0
- CC(C)NS(=O)(=O)c1ccc(OCC(=O)Nc2ccc3c(c2)OCO3)cc1
→ 10, -1
- O=C1NC(Cc2ccc(O)cc2)c2nc3cc(Cl)ccc3c(=O)n2-c2cc3ccccc3cc21 (stereo not given)
→ 35, -26
- CC(C)(C)n1[nH]c2c3c(ccc2c1=O)C(=O)c1ccccc1C3=O
→ 33, -20
- CCCCNC(=O)CSc1nc2ccccc2c(=O)n1Cc1ccc2c(c1)OCO2
→ -12, 0
- NC(=O)COC(=O)c1cc(-c2cccs2)nn1-c1ccccc1
→ 5, 6
- CC(Sc1nc(-c2ccccc2)cc(C(F)(F)F)n1)C(=O)NCc1ccco1 (stereo not given)
→ 19, -1
- Cc1ccc(NC(=O)CSc2nc3ccccc3c(=O)n2CCCN2CCCCC2)cc1C
→ 45, 0
- COc1ccc(OCCN2CCC(C(=O)NC(c3ccc(F)cc3)c3ccc4ccccc4n3)CC2)cc1 (stereo not given)
→ 3, 17
- Cc1cc(N/N=C/c2ccc3c(c2)OCO3)nc2ccccc12
→ 4, 22
- O=C(c1ccc2c(c1)OCO2)N1CCN=C1SCc1cccnc1
→ 13, -3

Whole records, looked up by structure. Values in the order: TAG inh, TAG inh DAPI viability
Shown for `COCCNC(=O)C1(C)CCCN(Cc2ccc(Oc3ccccc3)cc2)C1` (stereo not given) : -7, 2
Shown for `COC(=O)/C=C/c1c(C)[nH]c(=O)[nH]c1=O` : 2, -6

(continued)
Order of values – TAG inh, TAG inh DAPI viability
- CNc1ncnc2c1ncn2[C@H]1CN(CCc2ccccc2)C[C@@H](CO)O1
→ 13, -6
- CCOC(=O)c1ccc(NC(=O)CCn2nnc3ccccc32)cc1
→ 26, 1
- COc1cc(CNc2nnnn2C)ccc1OCc1c(F)cccc1Cl
→ 2, -5
- Cc1ccnc(NC(=O)CCNC(=O)c2ccc(Cl)cc2)c1
→ 6, 0
- COCCCn1c(=S)[nH]c(C)c(C)c1=O
→ 0, -4
- Cc1csc(SCC(=O)Nc2ccc(C)c(S(=O)(=O)N(C)C)c2)n1
→ -29, 4
- COc1cc(/C=N/NC(=O)CCc2ccccc2)ccc1O
→ 1, -3
- CCOC(=O)C1(C)CCCCCN1C(=O)c1ccc(C(F)(F)F)nc1C (stereo not given)
→ -2, -3
- O=C(NN=Cc1ccccc1)c1ccccc1
→ -3, 2
- Cc1cc(C)nc(N2CCCC(C(=O)NCc3ccccc3F)C2)n1 (stereo not given)
→ -2, 18
- CCN(C(=O)CSc1nc2ccccc2c(=O)n1-c1ccccc1F)C1CCS(=O)(=O)C1 (stereo not given)
→ 0, -6
- CCN(CC)c1ccc(/C=N/NC(=O)c2ccccn2)cc1
→ -11, 4
- COc1cc(-n2c(=O)c3ccccc3n(CC(=O)c3ccc(F)cc3)c2=O)cc(OC)c1OC
→ 13, -7
- O=C(CCc1nc2ccccc2c(=O)[nH]1)NNC(=O)c1ccc(F)cc1
→ 12, -6
- Cc1ccc(C)c2c1cc(C)c1nnc(SCC(=O)Nc3cccc(C(=O)O)c3)n12
→ 0, 13
- Cc1csc(NC(=O)CSc2nnc(Cn3c(=O)sc4ccccc43)n2-c2ccccc2)n1
→ 10, -11
- O=C(COC(=O)CN1C(=O)NC2(CCCC2)C1=O)NCc1ccc(Cl)cc1Cl
→ -10, -2
- Cc1ccc(C(=O)OCC(=O)N2CCC(C)CC2)cc1S(=O)(=O)N1CCCCC1
→ -13, -3
- COc1cc(-c2nc3cnccn3c2NC(C)(C)CC(C)(C)C)ccc1O
→ 0, 8
- Cc1cc(C)c(NC(=O)CNC(=O)COC(=O)CN2C(=O)NC3(CCCC3)C2=O)c(C)c1
→ -24, -2

More structures follow:
Order of values – TAG inh, TAG inh DAPI viability
- Cc1cccc(C)c1NC(=S)NCCSc1ccc(Cl)cc1
→ -22, 14
- CN(C)CCCN(C(=O)c1ccc(S(=O)(=O)N2CCCCCC2)cc1)c1nc2cc3c(cc2s1)OCO3
→ 8, 19
- COc1cccc(CNC(=O)CCCc2c[nH]c3ccccc23)c1
→ 22, -1
- COc1ccc(CC(=O)Nc2c3c(nn2-c2cccc(Cl)c2)CS(=O)C3)cc1 (stereo not given)
→ -11, -2
- COc1ccc(CN(C(=O)c2cnccn2)C(C(=O)Nc2ccc(F)cc2)c2ccccc2)cc1 (stereo not given)
→ 21, -5
- CCc1ccc(NC(=O)C2CCCN2c2nn3c(=O)cc(C)nc3s2)cc1 (stereo not given)
→ -3, -3
- CC1CCN(C(=O)CNC(=O)c2cccc(OC(F)F)c2)CC1
→ 4, -7
- Cc1ccccc1OCC(=O)OCC(=O)Nc1ccc2c(c1)OCO2
→ -13, 3
- O=C(CN1CCOCC1)Nc1ccc2c(c1)CCC2
→ 0, -2
- CN(CCc1ccccn1)C(=O)CC1C(=O)NCCN1Cc1cccc(F)c1 (stereo not given)
→ -9, 11
- CCOC(=O)CCCNC(=O)CCNC(=O)c1ccc(OCCC(C)C)cc1
→ 11, 6
- Nc1nc(N)c2cc(S(=O)(=O)c3ccc4ccccc4c3)ccc2n1
→ -14, -3
- COc1ccc(NC(=O)CSc2ccccc2)c([N+](=O)[O-])c1
→ -5, 1
- O=C(CCS(=O)(=O)c1ccc(Cl)cc1)OCC(=O)N1CCCCC1
→ -5, 11
- O=C(NCC(c1cccs1)N1CCOCC1)c1ccc(Cl)nc1 (stereo not given)
→ -9, 7
- CC(C)CCNC(=O)Cn1c2c(c(-c3ccccc3Cl)cc1=O)CCC2
→ -17, 1
- O=C(/C=C/c1cc2ccccc2o1)c1ccccc1O
→ -1, 4
- COc1ccccc1NC(=O)CN1CCN(C(=O)C2CCCO2)CC1 (stereo not given)
→ 11, 4
- COCCn1c(C)cc(C(=O)COC(=O)c2n[nH]c3ccccc23)c1C
→ -26, 9
- COC(=O)c1cc(NC(=O)c2ccccc2)c(=O)oc1/C=C/Nc1ccc(Oc2ccccc2)cc1
→ -13, 11

(cont.)
mol | TAG inh | TAG inh DAPI viability
COC(=O)/C=C1\SC(N2CCOCC2)=C(c2ccc(OC)cc2)C1=O | 5 | 3
COc1ccccc1NC(=S)NCC1CCC(CNC(=S)Nc2ccccc2OC)CC1 (stereo not given) | -20 | 6
C=CCNC(=S)N/N=C(\C)c1cccc(NC(C)=O)c1 | -2 | -5
CC(=O)OC(C(=O)NC1CCCCC1)c1cccc(C)c1 (stereo not given) | -11 | 6
CCSc1nnc(NC(=O)Nc2cccc(C)c2)s1 | -19 | 4
O=c1oc2ccccc2n1Cc1ccccc1 | 0 | 0
CCN(CC)c1nc2c(c(=O)[nH]c(=O)n2C)n1Cc1ccccc1Cl | -4 | -1
Cc1cc(C(F)(F)F)nc(NCc2cccnc2)n1 | 31 | -32
CN(C(=O)c1ccc(NC(=O)Cc2ccc(NC(=O)C3CCCN(C(=O)C4CCCCC4)C3)cc2)cc1)C1CC1 (stereo not given) | -39 | 3
COCCN(CC(=O)NCC1CCCO1)C(=O)CCC(=O)Nc1cc(C)on1 (stereo not given) | 21 | 3
O=C1NC[C@H](Cc2ccccc2)N(C[C@H]2CCCN2C[C@H](Cc2ccccc2)N2C[C@H](Cc3ccccc3)N(CC3CCCCCC3)C(=O)C2=O)C1=O | -9 | -2
CCCN1C(=O)C(O)(C/C(C)=N/O)c2ccccc21 (stereo not given) | 7 | -4
Cc1ccc(NC(=O)C(C)OC(=O)Cc2c[nH]c3ccccc23)cc1 (stereo not given) | -1 | 3
C=C1C[C@H]2[C@@H]3CCc4cc(OC)ccc4[C@H]3CC[C@]12C | -1 | 0
Cc1ccc(NC(=O)Nc2cccs2)cc1 | 0 | -10
Cc1cc(C)n(-c2ccc(NC(=O)C3CCN(Cc4cnc(C)s4)CC3)cc2)n1 | -9 | 6
CC(C)(O)c1cc2ccc(C#Cc3ccsc3)cc2c(=O)o1 | 19 | 0
Cc1csc(SCC(=O)Nc2ccc(CC#N)cc2)n1 | 1 | -2
CCCCC(CCC(=O)O)(C(=O)OCC)c1csc(Nc2ccccc2)n1 (stereo not given) | 5 | -8
COc1ccc(C(CNC(=O)c2ccc(S(=O)(=O)Nc3ccccc3OC)cc2)N2CCCC2)cc1 (stereo not given) | 11 | -7
CN(CC(=O)Nc1cccc(F)c1)C(=O)c1ccc(-n2cncn2)c([N+](=O)[O-])c1 | 1 | 12
Cc1ccnc(NC(c2ccccc2)c2ccc3cccnc3c2O)c1 (stereo not given) | 31 | -15
O=C(CN1C(=O)NC2(CCCC2)C1=O)OCc1ccc(Br)cc1 | 6 | -3
CNC(=O)Cc1nc2ccccc2n1CC(=O)Nc1cc(C)cc(C)c1 | 5 | 2
CCOC(=O)C1=C(c2ccccc2)NC(=O)NC1c1cc(OCC)c(O)c([N+](=O)[O-])c1 (stereo not given) | -1 | -3
O=C(O)c1cccc(CSc2n[nH]c(-c3ccc(Cl)cc3Cl)n2)c1 | 6 | 1
NC(=O)C[C@H](NC(=O)c1ccc(Cl)cc1)C(=O)OCc1ccccc1 | 7 | -3
